Screening data as filed in PubChem BioAssay.
Menin MLL FP TR: displaces Texas Red mutant MLL peptide from human menin | Potency, µM (series often up to 61.6 µM), without a hit: top-dose FP activity change, negative = inhibition, most hits filed as inhibitors | Menin + Texas Red MLL mutant peptide, fluorescence polarization | hit rate 0.23% among 270,000 | O00255; active = well fitted inhibition curve with a large enough effect in the polarisation, with a control signal flat, not every such curve was filed as active; inconclusive = small, poorly fitted or top-dose-only effect, or effect the other way, or a change in a side signal; inactive = no such curve, though single readings can be large or run the other way; the % refers to the polarisation; note: potency is the fitted concentration of half-maximal effect; % of control where 0% means no effect; many of its hits are not listed in these tables
MBNL1-CUG inh: MBNL1-poly(CUG) RNA binding inhibition | Q9NR56 | TR-FRET MBNL1-His/biotin-(CUG)12 binding, 665/545 ratio | Potency, µM (top dose mostly 57.5 µM), inactives show top-dose activity change, negative = inhibition, usual class: inhibitors | hit rate 0.036% among 280,000 | AID 2675; active = well fitted inhibition curve with a large enough effect in the signal ratio, with a control signal flat, not every such curve was filed as active; inconclusive = small, poorly fitted or top-dose-only effect, or effect the other way, or a change in a side signal; inactive = no such curve, though single readings can be large or run the other way; the % refers to the signal ratio; note: potency is the fitted concentration of half-maximal effect; % is set by controls: 0 for no effect and ±100 for the full control effect
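His-tagged MBNL1 binding to biotinylated (CUG)12 RNA was measured by TR-FRET using terbium anti-His antibody (0.055 ng/ul final) and streptavidin-XL665 (5 nM final). Compounds were titrated 92 nM to 58 uM; 60 min at room temperature.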
Gal4-VP16 FLuc: counter-screen for ROR gamma inhibitors: Gal4-VP16 reporter; hit rate 3.5% among 310,000; Potency, µM (top dose mostly 53.6 µM), for the others: at the highest dose activity, negative = inhibition, actives largely listed as inhibitors; Drosophila S2 Gal4-VP16 UAS-luciferase, luminescence, 20 h;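 note: Gal4-VP16 expression switched on by copper sulfate through the metallothionein promoter; potency is the fitted concentration of half-maximal effect; % is set by controls: 0 for no effect and ±100 for the full control effect; nearly all actives have a fitted effect of over 50% in size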
NPC1 promoter act: activates the NPC1 promoter; Potency, µM (titrated, usually from 9.22 µM), for the others: top-dose activation, usual class: activators; Huh7 NPC1 promoter luciferase reporter, 24 h; hit rate 2.4% among 320,000; AID 485313;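 note: potency is the fitted concentration of half-maximal effect; % of control where 0% means no effect; nearly all actives have a fitted effect of over 60% in size; reporter is driven by a mutant NPC1 promoter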
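Readout is luciferase luminescence, reflecting NPC1 promoter activation in stably transfected Huh7 cells after 24 h compound exposure at 37 °C in reduced-serum medium with 10% FBS.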
KCNH2 3.1 block: inhibitors of human KCNH2 3.1 potassium channel isoform. hit rate 0.95% among 340,000. activity change, % (tested at about 1.8 µM). U2OS KCNH2 3.1, thallium flux FluxOr; active compounds read low;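 active = maximum activity change below -70%; inconclusive = maximum activity change from -70% to -50%; inactive = maximum activity change above -50%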;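 note: thallium influx rate constant from kinetic fluorescence after stimulation buffer; % is set by controls: 0 for no effect and ±100 for the full control effect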
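Thallium flux via FluxOr fluorescence (Red40 quencher, 45 min loading) in U2OS cells virally expressing the KCNH2 3.1 isoform (1.77 x 10^8 /mL virus, overnight at 37 C). Rate constants from 2-min kinetic reads post-stimulation, normalised to positive and negative controls.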
FLuc counter: firefly luciferase modulation, counter-screen for miR-21 project; hit rate 6.9% among 360,000; Potency, µM (doses to about 57.5 µM), for inactives: at the highest dose activity change, negative = inhibition, most hits filed as inhibitors; purified FLuc, Km substrates, luminescence inhibition; AID 588342; P08659;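 note: potency is the fitted concentration of half-maximal effect; plate controls were vehicle for no effect and reference inhibitor for full effect; nearly all actives have a fitted effect of over 55% in size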
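Purified P. pyralis luciferase, 10 nM final, with Km-level 10 uM D-luciferin and 10 uM ATP in 50 mM Tris acetate pH 7.5, 10 mM Mg acetate, 0.01% Tween-20, 0.05% BSA; 6-point qHTS titration about 60 µM downward; luminescence read.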
Mito fusion act: inhibitors of mitochondrial division or activators of mitochondrial fusion. hit rate 0.23% among 320,000. S. cerevisiae fusion-defective mutant growth rescue, CellTiterGlo 48 h. Potency, µM (series often up to 46.1 µM), for the others: at the highest dose growth rescue (activation), actives largely listed as activators. AID 485298;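 note: potency is the fitted concentration of half-maximal effect; % of control where 0% means no effect; nearly all actives have a fitted effect of over 45% in size; temperature-sensitive fusion mutants such as fzo1-1 at 37 °C on non-fermentable ethanol glycerol medium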
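Compounds are tested for their ability to restore growth of mitochondrial fusion-defective yeast strains at non-permissive 37C in YPEG medium over 48 hours. Viability is quantified by luciferase luminescence.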
RORgamma inh: ROR gamma (mouse) transcription inhibition; P51450; Drosophila S2 Gal4-RORgamma UAS-luciferase reporter, 20 h; Potency, µM (series often up to 53.6 µM), inactives show top-dose activity change, negative = inhibition, usual class: inhibitors; hit rate 5.4% among 310,000; note: potency is the fitted concentration of half-maximal effect; % is set by controls: 0 for no effect and ±100 for the full control effect; nearly all actives have a fitted effect of over 60% in size
Target sequence (P51450 whole entry, looked up, the tested form may be a part): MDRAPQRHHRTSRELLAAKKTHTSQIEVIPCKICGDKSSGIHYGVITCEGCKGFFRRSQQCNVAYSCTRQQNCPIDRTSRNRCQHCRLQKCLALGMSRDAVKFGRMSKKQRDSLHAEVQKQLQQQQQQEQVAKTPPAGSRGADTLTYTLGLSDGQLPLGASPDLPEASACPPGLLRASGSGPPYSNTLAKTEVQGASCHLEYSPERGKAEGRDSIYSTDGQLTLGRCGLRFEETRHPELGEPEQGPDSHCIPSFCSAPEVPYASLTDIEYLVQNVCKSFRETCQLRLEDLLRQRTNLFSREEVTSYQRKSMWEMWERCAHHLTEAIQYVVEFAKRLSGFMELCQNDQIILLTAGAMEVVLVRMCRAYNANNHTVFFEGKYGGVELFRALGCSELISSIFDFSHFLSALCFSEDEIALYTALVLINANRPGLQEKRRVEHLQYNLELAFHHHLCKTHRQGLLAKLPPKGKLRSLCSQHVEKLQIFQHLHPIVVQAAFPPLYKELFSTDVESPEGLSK
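ROR gamma transcriptional activity was tracked as Gal4-UAS luciferase output in stably transfected Drosophila Schneider cells, with compound added 1 hr before 700 uM copper sulfate induction and a 20 hr ambient-temperature incubation.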
PKM2 act: PKM2 (human) enzyme activation. P14618. purified PKM2, Kinase-Glo ATP luminescence, activation; response scale: 0% is enzyme alone, no compound. Potency, µM (top dose mostly 57.5 µM), inactives show at the top dose activation, hits mostly activators. hit rate 0.34% among 260,000; note: potency is the fitted concentration of half-maximal effect; % is set by controls: 0 for no effect and ±100 for the full control effect; nearly all actives have a fitted effect of over 55% in size
Target sequence (P14618 whole entry, looked up): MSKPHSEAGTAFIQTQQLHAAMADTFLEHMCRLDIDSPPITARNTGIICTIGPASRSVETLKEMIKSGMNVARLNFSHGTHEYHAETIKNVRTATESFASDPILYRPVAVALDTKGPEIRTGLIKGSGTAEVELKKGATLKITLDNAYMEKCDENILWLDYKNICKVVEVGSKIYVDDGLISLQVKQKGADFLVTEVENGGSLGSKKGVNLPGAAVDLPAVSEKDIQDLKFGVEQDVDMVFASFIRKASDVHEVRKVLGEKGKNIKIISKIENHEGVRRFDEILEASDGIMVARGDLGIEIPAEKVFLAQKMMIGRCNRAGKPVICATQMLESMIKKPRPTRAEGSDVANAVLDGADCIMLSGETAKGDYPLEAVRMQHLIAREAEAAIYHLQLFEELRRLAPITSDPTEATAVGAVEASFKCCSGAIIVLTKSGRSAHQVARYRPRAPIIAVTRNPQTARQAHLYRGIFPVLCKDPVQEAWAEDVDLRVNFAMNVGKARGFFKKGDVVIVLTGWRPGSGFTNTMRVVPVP
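Purified hPK-M2 (>95% pure) converted ADP (0.1 mM final) to ATP with 0.5 mM PEP in 50 mM imidazole pH7.2, KCl, MgCl2, Tween 20, BSA; 1 h at room temperature. ATP detected by Kinase-Glo luminescence.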
Rab9 promoter act: activators of Rab9 promoter | Huh7 Rab9 promoter-luciferase reporter, luminescence, 24 h | Potency, µM (top dose mostly 9.22 µM), inactives show at the top dose activation, negative = inhibition, hits mostly activators | hit rate 2.8% among 320,000; note: potency is the fitted concentration of half-maximal effect; % of control where 0% means no effect; nearly all actives have a fitted effect of over 60% in size
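Huh7 cells stably carrying Rab9 promoter–luciferase reporter, plated 1500 cells/well, compound added after 2 h and incubated 24 h at 37 °C; luciferase luminescence then read after 10 min with detection reagent.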
ELG1 DNA repair: ELG1-dependent DNA repair inhibition; HEK293T ELG1-luciferase reporter, luminescence, 16 h; DNA damage induced by 5-fluorouridine; AID 504467; Potency, µM (highest dose often 46.1 µM), for inactives: top-dose activity change, negative = inhibition, most hits filed as inhibitors; hit rate 2.3% among 330,000; note: potency is the fitted concentration of half-maximal effect; % is set by controls: 0 for no effect and ±100 for the full control effect; nearly all actives have a fitted effect of over 55% in size
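Cells (2,000 per well) received 5-fluorouridine plus test compound or DMSO and were incubated 16 hr at 37 °C, 5% CO2. Luciferase activity was read by luminescence 30 min after ONE-Glo addition; signal suppression marked inhibition of damage-induced ELG1 function.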
* marks the source's active call; other numbers are inactive results; ? = inconclusive; . = not tested or not shown; & = joins results of further samples; [ ] = remark or other dose. Unless noted, calls come from the whole dose curve; as a rule, active = well fitted curve in the direction sought with a large enough effect; inconclusive = small, poorly fitted or top-dose-only effect, or another doubt; inactive = no such curve, though single readings can be large; an effect the other way counts as inactive or inconclusive.

SMILES	Menin MLL FP TR	MBNL1-CUG inh	Gal4-VP16 FLuc	NPC1 promoter act	KCNH2 3.1 block	FLuc counter	Mito fusion act	RORgamma inh	PKM2 act	Rab9 promoter act	ELG1 DNA repair
CCc1ccc(CCC(=O)Nc2nc(CC(C)=O)ns2)o1	0%	21%	-5%	7%	8	-12%	-2%	-7%[10 µM]	21%	-6%	-7%
OC[C@@H]1[C@@H](c2ccccc2)C(c2ccccc2)=NN1c1ccccc1	?	.	-15%	.	1	.	.	-26%	.	.	?
Cc1ccc(S(=O)(=O)N2CCC(C(=O)N3CCC(C(=O)NCC4CCCO4)CC3)CC2)cc1 (stereo not given)	6%	-3%	-11%	-3%	1	-1%	3%	2%	11%	-5%	-1%
Cc1ccc(-c2nnc(COC(=O)c3cc(=O)[nH]c4ccccc34)o2)cc1	-15%	6%	0%	-1%	2	3%	0%	5%	7%	4%	13%
CCc1cc(C(=O)N(C)CC(=O)Nc2c(Cl)cccc2Cl)sc1C	.	.	.	-8%	7	1%	-3%	.	.	1%	2%
Cc1ccc(-c2csc3nc4ccc(C(=O)NCCO)cc4c(=O)n23)cc1	.	5%	-5%	-7%	39	2%	0%	1%	-2%	-3%	-2%
CC(=O)Nc1cccc(NC(=O)CCn2c(=O)sc3ccccc32)c1	?	-27%	11%	-2%	-49	-12%	-3%	-11%	2%	-7%[1.84 µM]	-3%
CCOCCCNC(=O)C(NC(=O)c1ccc(NC(C)=O)cc1)c1ccc(C)cc1 (stereo not given)	1%	?	?	-2%	-6	-1%	-2%	3%	-2%	0%	12%
COc1ccc(CNC(=O)C(C)Cc2ccccc2)cc1O (stereo not given)	0%&9%	-20%	10%&-23%	-6%	1	-21%	2%	-18%&8%	-2%&-12%	?	12%
CN(CC(=O)NNC(=O)CCNS(=O)(=O)c1ccccc1)S(=O)(=O)c1ccc(Cl)cc1	.	.	.	-4%	7	0%	0%	.	.	-4%	0%
CC1(C)C=Cc2c(c3c(c4c(=O)c(-c5ccc(O)cc5)coc24)OC(C)(C)CC3)O1	8%	6%	-5%	-3%	5	-1%	14%	-44%	?	-5%	?
COc1ccc(/C(O)=C(\C#N)c2nc3ccccc3n2C)cc1OC	-17%	-5%	18µM*	0%	4	-17%	6%	7.1µM*	1%	0%	3%
Cc1c(C(C)(C(=O)O)c2c(C)n(C)c3ccccc23)c2ccccc2n1C	38%[activator]	-11%	-14%	-3%	.	5%	-5%	20%	-1%	-3%	-2%
O=C(NCCSc1c[nH]c2ccccc12)c1ccc(Br)o1	30%	-20%	2%	-1%	-2	5%	8%	28%	2%	-2%	-13%
CCOc1ccc(CNC2CCCCCCC2)cc1OC	-9%	-11%	6%	2%	9	1%	-7%	-19%	-29%[11.5 µM]	-2%	5%
CCN(CC(=O)Nc1c(F)cccc1F)C(=O)c1ccc(S(=O)(=O)N2CCCCC2)cc1	.	.	.	2%	-2	0%	7%	.	.	-3%	14%
Cc1ccc(OCc2nn3c(-c4n[nH]c5c4CCC5)nnc3s2)cc1	-1%	9%	-6%	0%	.	1%	2%	13%	-3%	-6%	0%
COC(=O)C(CC(=O)c1ccc(C)cc1)n1cccn1 (stereo not given)	7%	-3%	-8%	-3%	14	?	0%	0%	-2%	-4%	-4%
CCOC(=O)/C=C1\SCC(=O)N1CC(=O)NCc1cccc(Cl)c1	-13%	0%	-4%	5%	2	-1%	0%	24%	3%	0%	0%
CC(=O)Nc1ccc(C(=O)NC2CCSc3ccccc32)cc1 (stereo not given)	-18%	-1%	14%	7%	18	-13%	0%	-12%	-1%	10%	10%
O=C(Oc1ccccc1N1CCOCC1)c1ccccc1	.	-2%	-8%	-1%	4	1%	0%	?	-5%	1%	12%
CCO[C@@H]1OC(C(=O)Nc2ccccc2)=C[C@H](c2ccccc2)[C@H]1CCCO	19%	-7%	-10%	0%	.	1%	7%	11%	3%	-1%	-10%
COc1ccccc1N/C(N)=N/c1nc(C(F)(F)F)cc(=O)[nH]1	-14%	-12%	-2%	-7%	-10	-1%	10%	23%	-2%	2%	-5%
CCOC(=O)c1c(C)[nH]c(C)c1S(=O)(=O)N(C)CC(=O)Nc1cccc(F)c1	30%[activator]	-5%	-1%	2%	-10	2%	-4%	11%	-4%[0.46 µM]	9%	-5%

Whole records as entered above.
Cc1c(C(C)(C(=O)O)c2c(C)n(C)c3ccccc23)c2ccccc2n1C is entered as Menin MLL FP TR: 38%[activator]; MBNL1-CUG inh: -11%; Gal4-VP16 FLuc: -14%; NPC1 promoter act: -3%; KCNH2 3.1 block: .; FLuc counter: 5%; Mito fusion act: -5%; RORgamma inh: 20%; PKM2 act: -1%; Rab9 promoter act: -3%; ELG1 DNA repair: -2%
CCOc1ccc(CNC2CCCCCCC2)cc1OC is entered as Menin MLL FP TR: -9%; MBNL1-CUG inh: -11%; Gal4-VP16 FLuc: 6%; NPC1 promoter act: 2%; KCNH2 3.1 block: 9; FLuc counter: 1%; Mito fusion act: -7%; RORgamma inh: -19%; PKM2 act: -29%[11.5 µM]; Rab9 promoter act: -2%; ELG1 DNA repair: 5%

Next compounds follow:
SMILES	Menin MLL FP TR	MBNL1-CUG inh	Gal4-VP16 FLuc	NPC1 promoter act	KCNH2 3.1 block	FLuc counter	Mito fusion act	RORgamma inh	PKM2 act	Rab9 promoter act	ELG1 DNA repair
Cn1c(=O)c2ncn(CC(=O)NCCOCc3ccccc3Cl)c2n(C)c1=O	1%	-6%[11.5 µM]	0%	-3%	5	-1%	2%	20%	2%	-8%	0%
Cc1ccc(NS(=O)(=O)c2cccc(C(=O)N3CCOCC3)c2)cc1	0%	-19%	-10%	8%	7	-4%	-2%	1%[10 µM]	-1%	1%	-10%
O=C(NC1CCN(Cc2ccccc2)CC1)c1ccccc1Cl	-27%	-1%	3%	0%	5	7%	-1%	-11%	-2%	-3%	17%
CN(Cc1ccccc1)C(=O)c1cc(-c2ccc(Br)cc2)on1	4%	-8%	12%	9%	-7	15µM*	16%	16%	1%	?	?
Cc1cc(C)nc(NS(=O)(=O)c2ccc(N=Cc3c(C)[nH]n(-c4ccccc4)c3=O)cc2)n1	10%	-4%	-1%	-1%	6	?	0%	3%	-11%	-1%	18%
c1ccc(Cn2nnc3c(N4CCN(Cc5ccc6c(c5)OCO6)CC4)ncnc32)cc1	-8%	-3%	1%	1%	1	3%	16%	45%	11%	-3%	?
Cc1ccccc1Nc1c(-c2ccc(N3CCOCC3)cc2)nc2ncccn12	-4%	32%[activator]	4%[10 µM]	14%	-1	11µM*	-2%	23%	-3%	-1%	-8%
Cc1ccc(NC(NC(=O)OCCn2c([N+](=O)[O-])cnc2C)C(Cl)(Cl)Cl)cc1 (stereo not given)	22%	.	-5%	0%	.	6%	-21%	-9%[10 µM]	1%	-1%	8%
Cc1ccc(NC(=O)CCn2cc(C(F)(F)F)ccc2=O)cc1	.	.	10%	-5%	12	-3%	-7%	4%	-1%	-1%	-2%
Cc1ccc(N(CC(=O)NCc2ccncc2)S(C)(=O)=O)cc1	-9%	-20%	-23%	0%	-7	-3%	0%	-9%	-9%	9%	-4%
O=C(CCCOc1ccccc1)Nc1nnc(C2CCCO2)s1 (stereo not given)	8%	-4%	13%	-1%	3	6%	2%	7%	1%	2%	-4%
CC(=O)Nc1ccc(NC(=O)C(C)OC(=O)c2ccc3[nH]c(C)c(C)c3c2)cc1 (stereo not given)	.	.	.	-2%	-5	-13%	1%	.	.	-2%	?
COc1ccc(-c2cc(C)no2)cc1S(=O)(=O)NCCCN1CCN(c2ccccc2)CC1	.	?	-2%	-3%	-6	4%	-1%	-4%	.	-20%	?
O=C(NCc1ccc(F)cc1)C(c1ccccc1)N(C(=O)c1csnn1)C1CC1 (stereo not given)	2%	-11%	3%	-5%	-8	2%	5%	8%	-3%	-3%	-1%

Only part of the results is shown; rates above refer to the full screens.
